Bioassay records deposited in PubChem by Broad Institute.
Xi reactivation = reactivates the inactive X chromosome in mouse fibroblasts; XiGFP mouse fibroblasts, % GFP-positive cells imaging, 3 d; cells co-treated with 5-aza-dC sensitizer; scaled so ellipticine positive control = 100%; activation, % at 7.58 µM; 0.055% of 360,000 active; AID 743238;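 active means mean normalized replicate activation at least 10% and every replicate at or above 10%; inconclusive means only one of the two criteria met; inactive means mean below 10% and not all replicates reach 10%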;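 further: 0% = median of on-plate neutral control wells and 100% = ellipticine 6 µM median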
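System: 68-5-11 XiGFP fibroblast line | Buffer or medium: DMEM containing 5-aza-dC | Compound: Single point | Times: Compounds 3 days, fix/stain 15 min at room temperature | Benchmarks: Positive control ellipticine, 6 µM final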
E-selectin induc = induces E-selectin expression in human endothelial cells. HUVEC E-selectin immunofluorescence imaging; normalized: neutral wells 0, TNF-alpha wells 100. activation, % at 7.58 µM. P16581. AID 686992. 0.37% of 260,000 active;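 active means mean E-selectin-positive cell signal at least 10% of the positive control, reached in at least 60% of replicates, without over 20% cell loss; inconclusive means no rule given, readout overlaps actives, possibly toxicity-flagged; inactive means the rest, including those meeting only one limit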;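 further: in these data hits start at about 27%; measured in HUVEC primary endothelial cells; signal is the percent of cells scored E-selectin positive by PE staining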
Target sequence (P16581 whole entry, looked up): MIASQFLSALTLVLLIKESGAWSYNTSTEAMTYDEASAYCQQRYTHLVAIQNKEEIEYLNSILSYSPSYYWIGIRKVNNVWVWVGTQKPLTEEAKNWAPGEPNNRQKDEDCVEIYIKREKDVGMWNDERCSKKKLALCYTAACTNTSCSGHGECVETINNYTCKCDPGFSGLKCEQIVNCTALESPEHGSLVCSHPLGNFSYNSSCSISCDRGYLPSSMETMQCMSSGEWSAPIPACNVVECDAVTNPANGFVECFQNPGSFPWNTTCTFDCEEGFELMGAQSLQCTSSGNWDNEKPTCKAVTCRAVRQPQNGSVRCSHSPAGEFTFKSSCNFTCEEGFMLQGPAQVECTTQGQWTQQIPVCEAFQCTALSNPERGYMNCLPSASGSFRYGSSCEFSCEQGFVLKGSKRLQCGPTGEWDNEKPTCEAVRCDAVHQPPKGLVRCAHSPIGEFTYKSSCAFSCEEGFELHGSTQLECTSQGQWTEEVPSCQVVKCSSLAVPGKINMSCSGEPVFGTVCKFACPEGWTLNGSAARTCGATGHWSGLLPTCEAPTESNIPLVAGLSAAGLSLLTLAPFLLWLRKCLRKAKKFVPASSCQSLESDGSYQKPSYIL
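Material: HUVEC primary endothelial cells; Amount: 3,000 cells per well; Dosing: single concentration; Medium: EGM-2 growth medium on 0.1% gelatin-coated wells; Read-out basis: percent E-selectin-positive cells; Signal: immunofluorescence imaging; Control set: TNF-alpha, DMSO.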
RAD54 branch = RAD54 (human) branch migration inhibition; inhibition, % at 10.4 µM; RAD54 Holliday junction branch migration, FAM/BHQ fluorescence; 0.14% of 360,000 active;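 active means mean normalized replicate activity at least 40 and at least half of replicates scoring 40 or more; inconclusive means only one of the two criteria met; inactive means mean below 40 and under half of replicates reaching 40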;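 further: 0% = median of neutral control wells and 100% = median of positive control wells; inhibitors cause a drop in the FAM fluorescence signal; in these data hits start at about 50%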
S100A4 MyoIIA = blocks human S100A4 binding to myosin IIA peptide; P26447; S100A4/TAMRA-MyoIIA peptide fluorescence polarization; inhibition, % at 10.7 µM; 0.14% of 360,000 active;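 active means mean inhibition of at least 70% across replicates, with every replicate also reaching that level; inconclusive means mean inhibition reaches 70% but some replicates fall short; inactive means mean inhibition below 70%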
Target sequence (P26447 whole entry, looked up): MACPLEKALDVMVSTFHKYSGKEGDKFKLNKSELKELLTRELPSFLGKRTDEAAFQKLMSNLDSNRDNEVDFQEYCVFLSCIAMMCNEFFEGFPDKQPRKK
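Material: human S100A4 monomer with TAMRA-labelled myosin IIA peptide; buffer or medium: HEPES pH 7.2 with CaCl2, KCl, NaCl, DTT, Triton; compound dosing: one concentration per compound; schedule: 5 min incubation before reading; benchmarks: neutral control DMSO, positive control TFP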
ERp5 inh = inhibitors of human ERp5; Q15084; ERp5 insulin aggregation, absorbance 650 nm, 90 min; inhibition, % at 9.99 µM; 0.05% of 350,000 active; AID 651711;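 active means mean replicate inhibition above about 25%, with every replicate also reaching it, limit read from the data, passing the limit was not always enough; inconclusive means only one of those two criteria met; inactive means neither criterion met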
ERAP1 HTS inh = inhibitors of human ERAP1 aminopeptidase; Q9NZ08; recombinant ERAP1, Leu-AMC fluorescence, 60 min; inhibition, % at 10.7 µM; 0.15% of 340,000 active; AID 652197;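 active means mean replicate inhibition of at least 30%, or all replicates individually reaching that 30% level; inactive means mean below 30% and not every replicate reaching it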;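 further: 0% = neutral control wells and 100% = L-leucinethiol positive control wells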
esBAF inh = blocks esBAF chromatin remodeling in mouse ES cells; AID 602393; reporter increase, % at 12.5 µM; Bmi1-luciferase knock-in reporter, 24 h; 100% = twice the neutral-well signal; 2% of 350,000 active; in the data active means activation above about 40%; inconclusive means no clear call, values can overlap the other calls;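 further: 0% = median of the plate's neutral control wells and 100% = double that signal; a rise in the Bmi1 reporter signal indicates esBAF inhibition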
RAD52 inh = blocks human RAD52 DNA annealing; recombinant RAD52 DNA annealing, FRET fluorescence; inhibition, % at 18.7 µM; 0.46% of 360,000 active; AID 651710;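 active means every replicate showing at least 50% inhibition; inconclusive means mean inhibition at least 50% but not in every replicate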
An asterisk follows results filed as active; u = inconclusive; x = not tested or not shown; & = joins results of further samples.

SMILES	Xi reactivation	E-selectin induc	RAD54 branch	S100A4 MyoIIA	ERp5 inh	ERAP1 HTS inh	esBAF inh	RAD52 inh
C[C@@H]1CN([C@@H](C)CO)C(=O)c2cc(C#CCN(C)C)cnc2O[C@H]1CN(C)C(=O)Cc1cccnc1	-0.6	-2.0	-3	4	-14	1	-1	-14
CCOC(=O)C1(CCCc2ccccc2)CCN(S(C)(=O)=O)CC1	0.0	0.2	-5	1	4	-1	-7	-4
CC(C)Oc1ccc(C(CCN)C2CCCCC2)cc1 (configuration not stated)	0.0	0.2	5	-3	0	2	-11	23
COC(=O)c1ccc2nc(-c3ccc(OC)c(OC)c3)c(Cc3ccc(OC)cc3C)n2c1	x	0.0	5	2	4	5	2	-5
Cc1ccc(/C=N/NC(=O)c2nnn(-c3nonc3N)c2CNc2ccccc2)cc1	0.0	0.2	-5	0	x	-2	7	-7
O=C(Oc1ccc(C(=S)N2CCOCC2)cc1)c1ccccc1	0.0	-1.8	x	-4	-5	x	x	-51
COc1ccc(CNC(=O)CCNS(=O)(=O)c2cccc3nsnc23)cc1	0.0	x	x	10	-4	1	x	6
COc1ccc(N(C(=O)CCl)C(C(=O)NCCc2ccccc2)c2cccs2)cc1Cl (configuration not stated)	0.7	x	x	1	5	2	x	-41
Cc1ccc(NC(=O)COC(=O)Cn2cnc3c2c(=O)n(C)c(=O)n3C)cc1	0.0	0.0	9	-3	-1	-2	-3	-8
COc1cccc(CCNC(=O)CC2C(=O)NCCN2CC(C)(C)C)c1 (configuration not stated)	0.3	x	x	1	3	-2	x	-17
CCN1CCN(S(=O)(=O)c2ccc3ccccc3c2)CC1	x	x	11	8	-1	-8	-3	-10
Cc1cc(C)nc(/N=C(\N)N(Cc2ccccc2)Cc2ccccc2)n1	0.0	0.0	-6	-3	-4	0	10	-18

Individual results from above:
`COC(=O)c1ccc2nc(-c3ccc(OC)c(OC)c3)c(Cc3ccc(OC)cc3C)n2c1` | E-selectin induc: 0.0
`O=C(Oc1ccc(C(=S)N2CCOCC2)cc1)c1ccccc1` | Xi reactivation: 0.0
`COc1cccc(CCNC(=O)CC2C(=O)NCCN2CC(C)(C)C)c1` (configuration not stated) | Xi reactivation: 0.3

Next part
SMILES	Xi reactivation	E-selectin induc	RAD54 branch	S100A4 MyoIIA	ERp5 inh	ERAP1 HTS inh	esBAF inh	RAD52 inh
CCC(=O)NCCCc1nc2ccccc2n1Cc1ccccc1F	0.1	-1.4	3	-1	1	x	-5	-8
CCN(CC)C(=O)C(=O)Nc1cccc(Br)c1	1.4	-0.1	x	-1	2	-2	x	-3
COc1ccccc1NC(=O)Nc1ccc(C(N)=O)cc1	0.0	-0.8	x	-2	1	1	x	-13
CCCNC(=O)c1cc(S(=O)(=O)N2CCc3ccccc32)cn1C	0.1	-0.1	-1	8	-8	3	-23	-14
O=C(CCNC(=O)N1CC(=O)Nc2ccccc21)NCc1cccc(Cl)c1	0.1	x	-7	24	4	6	4	-5
Cc1ccc(-n2nc(C)c3c(C)c(CCC(=O)NCc4ccco4)c(C)nc32)cc1	0.0	-1.6	3	10	3	2	5	-26
CCO[C@H]1OC(C(=O)N2CCCC2)=C[C@@H](c2ccc(Br)cc2)[C@@H]1CCCO	x	x	9	-8	2	5	x	-3
C/C=C/c1ccc([C@H]2[C@@H](CO)N(C(C)=O)[C@H]2CN(C)C(=O)c2ccccn2)cc1	0.2	0.0	-9	2	4	x	5	-8
CC(C)c1ccc(/C=C/c2[nH]c(=O)[nH]c(=O)c2[N+](=O)[O-])cc1	0.0	x	-14	2	-1	1	-2	11
COC(=O)c1ccc(CNC(=O)CCC(=O)N2CCOCC2)cc1	-0.1	0.1	-1	-3	1	-2	x	-7
O=C(Cc1ccccc1)Nc1nnc(-c2ccco2)o1	0.1	x	x	10	3	3	x	-8
C[C@@H]1CN([C@@H](C)CO)C(=O)Cc2cc(NS(=O)(=O)c3ccc(F)cc3)ccc2O[C@@H]1CN(C)Cc1ccc(Oc2ccccc2)cc1	-0.7	-0.7	-5	-3	-3	1	-6	-5
COCC(=O)N1CC(=O)N2[C@@H](CO)[C@@H](c3ccc(C#Cc4cccnc4)cc3)[C@@H]2C1	-0.1	1.3	x	11	1	-2	x	0
CCCCN(C(=O)c1ccncc1)c1c(N)n(CCC)c(=O)[nH]c1=O	0.0	1.2	4	-8	1	4	1	-15
CSc1nc(C)nc2c1c(=O)n(C)c(=O)n2C	-0.1	x	-9	3	2	1	-9	-3
C#CCOC(=O)C[N+](C)(C)C/C=C/c1ccccc1	0.0	x	x	8	-2	-5	x	1
COC(=O)C1=C(C)N(CCc2c[nH]c3ccccc23)C(=O)C1	0.1	x	-6	-4	0	1	9	-20
Cn1nc(C(=O)NNC(=O)c2ccccc2Br)c2ccccc2c1=O	0.0	237*	6	2	0	-1	x	-5
C=CCOc1cccc(C(=O)N2CCC(CCC(=O)NC3CC3)CC2)c1	0.2	x	-12	0	1	0	-10	-5
CNC[C@H]1Oc2ccc(NS(=O)(=O)c3cn(C)cn3)cc2C(=O)N([C@H](C)CO)C[C@@H]1C	1.2	1.2	7	-4	4	1	1	-16
O=C(C[C@H]1CC[C@H]2[C@@H](COC[C@@H](O)CN2C(=O)Nc2ccc(F)cc2)O1)NCC1CC1	0.4	0.1	-9	3	0	-1	-9	-8
CCOc1ccc(C2CC(c3ccc(OC)cc3)n3ncnc3N2)cc1 (configuration not stated)	0.2	-0.2	2	6	16	x	25	-9
CC1(C)CC(=O)C=C(c2cccc(Cl)c2O)C1	0.0	1.6	3	-1	2	x	-10	-10
Cc1ccc2c(c1)N(C(=O)CCC(=O)NC1CCCCCC1)CCO2	-0.2	-0.6	5	-2	4	4	13	3
CC(=O)NC12CC3CC(C1)CC(C(=O)Nc1nc4ccc(F)cc4s1)(C3)C2	0.0	x	-6	-2	2	1	45*	-28
CCOc1ccc(CCNC(=O)CCNC(=O)c2ccccc2Cl)cc1OCC	0.0	x	10	1	5	-1	-2	-4
N#Cc1c(-c2ccccc2)nc(SCc2cccc(Cl)c2)[nH]c1=O	0.0	-0.2	5	2	-1	-1	5	-21
CC(C)(C)c1cc(C(=S)N2CCCC2)cc(C(C)(C)C)c1O	0.0	x	1	1	3	1	6	-2
O=C(c1ccccc1)C(CCc1ccccn1)CCc1ccccn1	0.0	0.2	-8	-13	-1	-8	30	-8
CCOc1cc(CN2CCC(CO)(Cc3cccc(C(F)(F)F)c3)CC2)ccc1OC	0.0	0.1	x	-1	-6	8	x	-12
COc1ccccc1OCCNC(=O)c1cccc(S(=O)(=O)N2CCN(Cc3ccccc3)CC2)c1	0.3	0.2	-13	-4	0	0	-2	8
CCOc1cc(C(=O)NCc2ccc3c(c2)OCO3)cc(OCC)c1OCC	0.2	x	10	-2	1	0	4	-9
O=C1c2cccc3cccc(c23)C(=O)N1CCN1CCN(CC(O)COc2ccccc2)CC1 (configuration not stated)	-0.1	-0.4	42	x	x	x	-9	x
Cc1ccc(Cc2c(-c3ccc(Cl)cc3)nc3ccc(Br)cn23)cc1	0.2	0.0	-4	-2	-3	-1	u	-38
Cc1cc(C(C)(C)C)cc(C)c1CC1=NCCN1	-0.1	0.3	-4	1&5	0	-2	1	1
COc1ccccc1-c1cnc2c(c1)C(=O)N([C@H](C)CO)C[C@H](C)[C@@H](CN(C)CC1CCOCC1)O2	-0.1	0.1	-6	-8	4	1	2	1
Cc1ccccc1N1CCN(C2=NC(=O)/C(=C/c3cn[nH]c3-c3ccccc3)S2)CC1	0.0	x	x	0	-2	-3	x	-11
CCN1CCN(C(=O)c2ccccc2NS(=O)(=O)c2ccc(Cl)cc2)CC1	0.0	x	x	4	0	-1	x	-10
CCN(CC)c1ccc(C(=O)Nn2cnc3ccccc3c2=O)cc1	0.4	u	0	-1	-1	4	9	-16
CC1Cc2ccccc2N1C(=O)CN1CCN(S(=O)(=O)c2cccs2)CC1 (configuration not stated)	0.3	-0.5	12	1	-2	-2	7	-3
O=S(=O)(NCC[C@H]1CC[C@@H](NS(=O)(=O)c2cccc(F)c2)[C@@H](CO)O1)c1cccc(F)c1	-0.6	-0.2	x	2	-1	2	x	8
Cc1nn(C)cc1S(=O)(=O)N1CCCC(C(=O)O)C1 (configuration not stated)	0.0	x	-1	1	0	-2	-1	-11
O=C(CSc1ccc2nnc(CCNS(=O)(=O)c3ccccc3)n2n1)Nc1nc2ccccc2s1	-0.1	-1.2	x	3	1	5	x	-29
COc1ccc(OCC(=O)Nc2ccc(N3CCN(Cc4ccccc4F)CC3)cc2)cc1	0.4	0.0	-4	-1	2	-2	-9	-16
COc1ccc(S(=O)(=O)Nc2cccc3c2O[C@@H](CN(C)C(=O)Nc2ccc(F)cc2)[C@@H](C)CN([C@@H](C)CO)C3=O)cc1	-0.7	0.0	0	-5	-1	3	0	-19
COc1ccc(N=C2S/C(=C\c3ccc(OCC(=O)O)cc3)C(=O)N2CCc2c[nH]c3ccccc23)cc1	0.0	x	x	3	31*	5	0	-26
Cc1noc(C(=O)N(C)c2ccccc2)c1Cl	0.0	0.1	3	-8	-2	-1	-5	-7
COC(=O)[C@]12C[C@H](CC(=O)N3CCCC3)C(=O)N(Cc3ccc4c(c3)OCO4)C1=C[C@H](C(C)(C)C)O[C@@H]2C	0.1	0.0	x	-16	9	0	x	4
Cc1cc(=O)c2c(o1)C(=O)c1occc1C2=O	-0.1	0.5	x	8	6	3	x	-1
CCCCOc1cccc(C(=O)Nc2ccccc2N2CCCC2)c1	0.0	x	-2	-4	7	-4	-1	-1
CCN1CCN(c2cc(C)c3cc(NC(=O)CCC(=O)N4CCN(c5ccccc5)CC4)ccc3n2)CC1	0.0	-0.2	7	-5	0	0	-5	19
C[C@@H]1CCCCO[C@@H](CN(C)CC2CC2)[C@H](C)CN([C@H](C)CO)C(=O)c2cc(NS(C)(=O)=O)ccc2O1	0.4	-0.3	5	20	8	-2	-5	4
CCOC(=O)CCCCC1C(CCCC(=O)OCC)C=NN1C (configuration not stated)	0.1	0.5	-14	2	-4	-2	11	-5
O=C(N/N=C/c1ccc[nH]1)c1ccc(Cl)cc1	-0.1	x	4	-2	-11	1	18	-5
COc1ccc(N2C(=O)N[C@@H](Cc3ccccc3)C2=O)cc1OC	-0.1	0.0	-17	-7	4	0	-9	-5
CCN(CC(=O)NCc1cccs1)S(=O)(=O)c1ccccc1Cl	0.0	-0.7	2	2	0	-1	1	3
O=C(/C=C/c1ccc(Cl)cc1)OCC(=O)c1ccc[nH]1	0.2	x	12	-6	12	-2	2	-20
CC(=O)N1[C@H](C(=O)Nc2ccccc2)[C@@H](CO)[C@@H]2Cn3c(ccc(C4=CCCC4)c3=O)[C@@H]21	0.1	-0.4	-8	-5	0	1	-8	-8

Entries listed above that bear a hit mark in ERp5 inh.
compound,S100A4 MyoIIA,ERp5 inh,ERAP1 HTS inh,esBAF inh,RAD52 inh
COc1ccc(N=C2S/C(=C\c3ccc(OCC(=O)O)cc3)C(=O)N2CCc2c[nH]c3ccccc23)cc1,3,31*,5,0,-26
